High-throughput results (PubChem)
MC4R barr agon: activates human MC4R beta-arrestin recruitment; U2OS MC4R beta-arrestin complementation, luminescence; percent of melanotan II response, DMSO zero; activation, % at 8.9 µM; 360,000 compounds, 0.98% hits;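 active = activation above a per-plate cutoff, the mean activation of sample wells on that plate plus 3 SD, cut at about 8% in these data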
NCOA1 inh: human NCOA1 inhibition | inhibition, % at 3.6 µM | HEK293 GAL4-SRC1 luciferase reporter, luminescence | 360,000 compounds, 0.12% hits;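 active = inhibition above the campaign mean plus 3 SD, with each screening campaign given its own cutoff, cut at about 60% in these data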;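 also: 0% = DMSO treated cells and 100% = gossypol at 36 µM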
SRC3 inh: inhibitors of human steroid receptor coactivator 3 (SRC3); 360,000 compounds, 0.17% hits; inhibition, % at 3.6 µM; Q9Y6Q9; HEK293 GAL4-SRC3 luciferase reporter, luminescence;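 active = inhibition above a per-campaign cutoff, the mean of all compounds plus 3 SD, cut at about 60% in these data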;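 also: 0% = DMSO-treated cells and 100% = gossypol-treated cells at 36 µM; higher means less SRC3-driven luciferase light from the GAL4 reporter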
SRC2 inh: inhibits human steroid receptor coactivator 2; HEK293 GAL4-SRC2 luciferase reporter, luminescence; inhibition, % at 9 µM; 370,000 compounds, 0.17% hits; AID 651957;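 active = inhibition above the mean inhibition of all tested compounds plus 3 SD, set per campaign, cut at about 52% in these data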;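 also: 0% = DMSO treated cells and 100% = cells given Gossypol at 36 µM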
LMP1 NFkB inh: inhibitors of Epstein-Barr LMP1-induced NF-kappaB reporter | LMP1-induced NF-kappaB luciferase reporter cells, luminescence | inhibition, % at 12.5 µM | 350,000 compounds, 0.69% hits; in the data active = inhibition above about 41%;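 also: 0% = neutral control wells and 100% = reference inhibitor control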
LRH-1 inv ag: NR5A2 inverse agonism in reporter assay; 360,000 compounds, 0.13% hits; AID 602396; inhibition, % at 3.6 µM; HEK293T StAR-luciferase reporter, LRH-1 transfected, 24 h;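 active = inhibition above the mean inhibition of all tested compounds plus 3 SD, cut at about 73% in these data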;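 also: 0% = DMSO wells and 100% = reporter-only cells lacking LRH-1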
Target sequence (O00482 whole entry, looked up): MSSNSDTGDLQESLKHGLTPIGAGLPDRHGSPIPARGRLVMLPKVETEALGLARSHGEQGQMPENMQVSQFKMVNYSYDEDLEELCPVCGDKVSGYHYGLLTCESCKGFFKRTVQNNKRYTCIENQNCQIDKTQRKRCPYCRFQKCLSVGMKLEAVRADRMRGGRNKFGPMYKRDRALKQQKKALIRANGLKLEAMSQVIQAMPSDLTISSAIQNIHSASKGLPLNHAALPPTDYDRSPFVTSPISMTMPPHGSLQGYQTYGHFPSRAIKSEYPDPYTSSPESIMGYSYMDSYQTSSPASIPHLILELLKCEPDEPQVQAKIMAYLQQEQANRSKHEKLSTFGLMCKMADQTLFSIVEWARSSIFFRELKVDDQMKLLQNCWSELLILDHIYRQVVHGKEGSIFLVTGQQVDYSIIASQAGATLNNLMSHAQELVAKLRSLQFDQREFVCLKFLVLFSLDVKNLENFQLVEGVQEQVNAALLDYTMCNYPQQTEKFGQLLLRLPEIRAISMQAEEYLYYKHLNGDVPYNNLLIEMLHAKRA
TLR9-MyD88 block: inhibitors of human TLR9-MyD88 binding; CHO BLA complementation TLR9-MyD88, CCF4 FRET ratio; inhibition, % at 4.98 µM; 340,000 compounds, 0.21% hits; Q9NR96+Q99836;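 active = inhibition above the mean over all tested compounds plus 3 SD, cut at about 21% in these data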;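 also: 0% = DMSO only wells and 100% = clavulanate BLA inhibitor control wells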
MC4R antagonist: human MC4R antagonism in cAMP assay; P32245; inhibition, % at 6.5 µM; MC4R-expressing cells, MTII-stimulated cAMP, LANCE TR-FRET; 360,000 compounds, 0.48% hits;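 active = inhibition above its plate's cutoff, the mean of tested wells on that plate plus 3 SD, cut at about 29% in these data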;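 also: 0% = Melanotan II alone and 100% = Melanotan II plus saturating MCL0020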
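Material: human MC4R-expressing U2OS cells. Probe or stimulus: Melanotan II challenge. Dosing: 6.5 µM single dose. Times: 30-min compound, 1-h challenge, 1-h detection, room temperature. Technique: TR-FRET with Eu-cAMP and labeled anti-cAMP, 671 nm. Replication: singlicate.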
NR2F2 inh: inhibitors of human COUP-TFII (NR2F2); 370,000 compounds, 0.7% hits; inhibition, % at 8.6 µM; HEK293T NGFI-A luciferase reporter, luminescence; P24468;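 active = inhibition above a per-plate cutoff, mean inhibition of test wells between control levels plus 3 SD, cut at about 38% in these data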;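 also: cells cotransfected with COUP-TFII expression vector driving the NGFI-A reporter; 0% = median of COUP-TF2 test wells and 100% = reporter-only cells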
Target sequence (P24468 whole entry, looked up): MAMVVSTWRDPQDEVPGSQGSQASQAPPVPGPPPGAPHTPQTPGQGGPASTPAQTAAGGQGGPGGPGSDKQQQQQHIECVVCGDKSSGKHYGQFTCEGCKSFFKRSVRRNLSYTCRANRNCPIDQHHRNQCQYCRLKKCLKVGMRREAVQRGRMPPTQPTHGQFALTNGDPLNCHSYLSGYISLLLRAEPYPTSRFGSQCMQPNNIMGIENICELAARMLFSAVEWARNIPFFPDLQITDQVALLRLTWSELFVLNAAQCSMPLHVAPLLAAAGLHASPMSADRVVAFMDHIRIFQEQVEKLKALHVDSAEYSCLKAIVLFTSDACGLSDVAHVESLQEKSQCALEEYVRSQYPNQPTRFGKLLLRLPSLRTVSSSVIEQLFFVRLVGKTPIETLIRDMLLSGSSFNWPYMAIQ
ABHD5-PLIN5 inh: ABHD5-PLIN5 protein interaction inhibition; Q00G26+Q8WTS1; Split G. princeps luciferase complementation, luminescence, 4 h; inhibition, % at 4 µM; 360,000 compounds, 0.78% hits; AID 602281;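 active = inhibition above the mean inhibition across every tested compound plus 3 SD, cut at about 22% in these data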;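 also: 0% = DMSO only wells and the 100% control is not disclosed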
NOD2-RIPK2 inh: NOD2-RIPK2 protein interaction inhibition; 360,000 compounds, 0.38% hits; CHO BLA complementation NOD2-RIPK2, CCF4 ratio; O43353; AID 624267; inhibition, % at 4.98 µM; in the data active = inhibition above about 21%;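 also: 0% = vehicle only and 100% = reference blocker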
Numbers without * were called inactive; · = not tested or not shown.

SMILES	MC4R barr agon	NCOA1 inh	SRC3 inh	SRC2 inh	LMP1 NFkB inh	LRH-1 inv ag	TLR9-MyD88 block	MC4R antagonist	NR2F2 inh	ABHD5-PLIN5 inh	NOD2-RIPK2 inh
COc1ccc(CCNC(=O)Cn2cnc3c2c(=O)n(C)c(=O)n3C)cc1OC	-1.2	-14	-10	-14	3	-25	4	4	7	3	5
O=C1CCc2cc(NS(=O)(=O)c3ccc(F)cc3)cc3c2N1CC3	3.2	-5	23	-28	-1	22	1	15	-30	14	-8
CCOc1cc(CNS(=O)(=O)c2cn(C)cn2)cc(OCC)c1OCC	-1.0	9	11	8	-3	4	-1	8	0	-7	-3
CCOCCCNC(=S)N1CCCN(c2nc3c(C)c(C)ccc3cc2C#N)CC1	-2.1	-44	23	-37	16	-1	-6	10	12	-6	-3
O=C(CCC(C(=O)c1ccccc1)c1ccccc1)c1ccccc1 (stereo unspecified)	1.5	-14	1	-14	-9	-4	5	9	-11	-2	-8
COc1ccc2ccccc2c1CN1CCN(C(=O)c2ccco2)CC1	-1.1	-6	11	3	3	-18	-9	1	-5	-3	-2
O=C(CSCc1ccc(Cl)c(Cl)c1)Nc1c[nH]c(=O)[nH]c1=O	-1.4	0	-7	-20	0	15	-1	2	-5	-3	11
CCN(CC)CCCNC(=O)Cc1c(C(=O)O)n(C)c2ccccc12	-1.4	-17	14	-16	3	-11	-7	1	-4	0	-12
O=C(NCCOc1ccccc1)C1CCC(=O)N(CCN2CCOCC2)C1 (stereo unspecified)	-0.2	6	-3	-1	-2	-7	1	13	-7	6	-3
Cc1ccccc1NC(=O)N(C(C)C)C(C)C	-1.0	6	20	-13	4	21	7	4	13	-4	2
O=C1CC(c2ccccc2)CC(=O)C1=CN1CCCC1 (stereo unspecified)	0.5	4	5	14	2	4	·	12	-36	6	-4
CCOc1cccc(-c2nnc(SCC(=O)Nc3cc(OC)cc(OC)c3)n2N)c1	-1.2	2	14	-19	-5	17	-9	16	0	4	5
Cc1ccc(C(=O)C[n+]2ccccc2C)cc1[N+](=O)[O-]	0.4	8	-8	13	-4	-14	-8	9	-8	-2	-4
CCCCn1c(=O)[nH]c(=O)c2c(C(=O)OCC)cc(-c3cccs3)nc21	-1.3	10	-1	-13	-1	15	-2	2	7	0	1
COc1ccccc1C(=O)N1CCN(C(=O)Cc2ccccc2)CC1	-3.3	7	-10	-9	-3	-4	-16	2	-15	2	-17
N#C/C(=C/c1ccc(C(=O)O)cc1)C(=O)Nc1ccccc1	-0.7	-22	17	-12	4	-1	-5	18	-6	3	-12
CN(C)C(=O)C1CC(=O)OC12CCCCC2 (stereo unspecified)	1.2	-21	22	0	10	4	0	7	17	6	1
O=[N+]([O-])c1ccc2nc(NCCCO)nc(-c3ccccc3)c2c1	1.7	18	8	-3	10	12	4	-2	-2	-5	-1
COc1cc(CN2CC(=O)N(c3ccccc3Cl)C2=S)cc(OC)c1OC	0.4	1	16	18	8	-10	11	-1	12	2	3
O=C(c1ccc(C(F)(F)F)cc1)C1CCCN(Cc2cccn2-c2ncccn2)C1 (stereo unspecified)	-0.2	0	5	6	3	15	-2	8	-9	5	-2
CCOc1cc(NC(=O)C2CC2)c(OCC)cc1NC(=O)c1cc(OC)c(OC)c(OC)c1	0.1	18	-3	11	5	-4	-2	18	-17	-8	-10
C#CCOCCOCCOCCNc1nc(N2CCN(C(=O)[C@H](CCC(=O)O)n3cc(CN)nn3)CC2)nc(N2CCN(C(=O)[C@H](CCC(=O)O)n3cc(CN)nn3)CC2)n1	-1.0	-6	5	-14	-6	-4	-9	-1	-4	5	-4
O=C1CCCc2oc3ccc(O)cc3c21	-2.5	-2	17	-1	2	-17	4	-6	11	-4	4
Cc1c(NC(=O)CSc2nncc3ccccc23)c(=O)n(-c2ccccc2)n1C	-1.8	-5	2	8	-1	-14	-6	21	-4	5	7
CCCCCCC(=O)Oc1cccc(N2C(=O)C3CCCCC3C2=O)c1 (stereo unspecified)	-1.1	6	5	1	5	3	14	-6	10	3	0
Next compounds
SMILES	MC4R barr agon	NCOA1 inh	SRC3 inh	SRC2 inh	LMP1 NFkB inh	LRH-1 inv ag	TLR9-MyD88 block	MC4R antagonist	NR2F2 inh	ABHD5-PLIN5 inh	NOD2-RIPK2 inh
O=C(Cc1ccccc1)Nc1ccc(NC(=O)c2cccs2)c(Cl)c1	-3.0	5	-8	-10	-5	-23	-1	8	4	-2	-2
O/N=C1\CC/C(=N\O)c2nn(-c3ccccc3Cl)nc21	-2.1	-10	15	-11	12	19	8	11	6	0	6
O=C(NC(=S)Nc1ccc2nc[nH]c2c1)c1ccccc1	-2.9	-86	-51	-60	-11	-120	1	2	-31	2	-10
O=C(NNc1nc2ccccc2s1)Nc1ccc(Cl)c(Cl)c1	16*	-20	6	0	-3	-5	1	20	23	-13	8
CCc1ccc(CN2C(=O)CCC2(C)C(=O)NC2CCCC2)cc1 (stereo unspecified)	-0.9	13	2	-8	-4	15	-6	1	-10	0	8
COc1ccc(NC(=O)CCC(=O)OCc2ccc(Br)cc2)cc1	-2.3	13	-1	-21	-5	23	12	10	-9	5	-4
Cc1ccc(S(=O)(=O)NCC(=O)N(CC2CCCO2)C(C(=O)NC2CCCC2)C(C)C)cc1 (stereo unspecified)	-0.8	-1	15	-2	-1	-4	-1	14	5	0	-8
COc1ccc([N+](=O)[O-])cc1C1NN=C(c2ccccc2O)S1 (stereo unspecified)	10*	-22	-27	-59	-24	9	-3	3	-27	2	-8
CCOC(=O)c1nnn(-c2nonc2N)c1CNC(C)C	-1.1	10	4	-6	1	-2	-3	21	15	2	3
Cc1ccc(S(=O)(=O)N2CCN(C(=O)CC(C)n3cncn3)CC2)cc1C (stereo unspecified)	-2.4	-3	8	-9	2	1	3	-1	-2	-10	-2
Cc1ccccc1Sc1ncnc2onc(C)c12	0.4	-11	1	16	-1	-6	8	-2	-9	-1	-5
O=C(c1cccc(S(=O)(=O)Nc2ccc(Br)cc2)c1)N1CCCC1	-2.3	-2	4	-24	-3	17	-1	8	6	-3	-12
CCOC(=O)C1(C)CCCN1C(=O)c1ccc(F)c(Cl)c1 (stereo unspecified)	1.1	1	-12	26	·	-20	·	14	15	-10	-5
O=C(O)c1n[nH]c2c1CCCCC2	-0.7	6	-5	-10	3	-3	-2	7	3	5	2
CCc1nc(N)nc(N)c1-c1ccc(N(C)Cc2ccccc2)c([N+](=O)[O-])c1	-1.8	50	42	7	33	52	0	-10	11	9	1
NC(=O)c1ccc(N=Cc2c(O)ccc3ccccc23)cc1	0.5	-3	23	-13	-6	4	-3	-1	2	3	-8
COc1cccc(/C=C(/C(=O)OCC(N)=O)c2ccccc2)c1	2.1	-17	19	16	3	15	-1	-4	-8	2	-9
Cc1ccc(/C=N/NC(=O)CSc2nc3ccccc3n2C)s1	-2.1	-6	-10	1	3	-9	-15	1	9	-4	9
O=C(Nc1cccn(Cc2ccc(F)cc2)c1=O)NC1CCCCC1	-2.4	5	10	-1	-10	3	-2	8	-1	-3	2
COc1ccc2nc(NCCNC(=S)NCCCN3CCOCC3)c(C#N)cc2c1	-4.3	0	12	-8	-6	6	-7	-7	-13	2	4
Cc1ccc(C(=O)Nc2cccc(C(=O)N3CCOCC3)c2)cc1Cl	0.1	-33	-16	-23	-1	-37	-7	4	-1	2	7
CC(=O)NC(c1ccccc1)c1nc(-c2cccc(CO)c2)cs1 (stereo unspecified)	-1.4	8	2	-28	·	11	·	6	10	2	1
CC1CCCN(C(=O)c2ccc(COc3ccccc3Br)cc2)C1 (stereo unspecified)	3.3	-12	6	-18	-14	-4	-9	11	4	1	9
COc1cc(CC(=O)Nc2ccc3c(c2)CCC3)cc(OC)c1OC	-0.8	8	11	0	31	21	-1	13	28	0	1
O=C(CCN1CCCCO1)N1CCCC(Nc2ccc(F)c(F)c2)C1 (stereo unspecified)	-3.7	4	8	15	-1	4	-11	-5	26	1	-12
Continuation:
SMILES	MC4R barr agon	NCOA1 inh	SRC3 inh	SRC2 inh	LMP1 NFkB inh	LRH-1 inv ag	TLR9-MyD88 block	MC4R antagonist	NR2F2 inh	ABHD5-PLIN5 inh	NOD2-RIPK2 inh
COC(=O)C1=C(C)NC(=O)NC1c1ccco1 (stereo unspecified)	-3.6	-37	-10	-4	-4	6	0	12	6	2	-14
N#Cc1c(C(F)(F)F)cc(C2CC2)[nH]c1=O	0.7	3	-12	-26	-2	4	-1	2	3	0	-7
Cc1ccc(NC(=O)C2CCCN2S(=O)(=O)c2ccc3c(c2)n(C)c(=O)c(=O)n3C)cc1 (stereo unspecified)	-1.2	11	18	-48	-8	1	0	-6	11	0	-7
CN(C)c1ccc(-c2nn3c(C4CCCCC4)nnc3s2)cc1	1.3	-9	5	3	15	2	7	12	7	-6	2
OCCOCCn1c(C(CO)Nc2nc(-c3ccc(F)cc3)cs2)nc2ccccc21 (stereo unspecified)	-0.5	-13	-23	-18	-13	20	5	3	-12	-2	-12
Cc1cccc(C(=O)N[C@H](C(=O)NCCc2ccc(S(N)(=O)=O)cc2)C(C)C)c1	-0.7	0	7	-16	-6	8	0	0	-2	-1	2
Cc1cc(NC(=O)c2ccc(NC(=O)C(C)C)cc2)no1	-0.4	-10	-21	-37	10	-25	3	2	-6	2	-6
Cc1ccc(S(=O)(=O)N(C)c2ccc(OC(C)C(=O)N3CCCC3)cc2)cc1C (stereo unspecified)	-3.4	4	13	-3	-2	28	-3	3	-16	-3	-4
COCCNC(=O)C1CCCN(Cc2ccc(C)cc2)CC1 (stereo unspecified)	-1.1	-6	-6	-9	·	-6	·	5	7	-1	8
CCOC(=O)C1(Cc2cccc(F)c2)CCN(C2CCOCC2)CC1	-1.9	-7	18	-18	-5	-14	-2	1	14	-12	-8
Cc1c(-c2ccc(OCCN3CCOCC3)cc2)c(=O)oc2ccc3ccccc3c12	-0.9	6	-7	-20	-5	-25	3	14	6	-7	4
O=C(COc1ccc(-c2ccccc2)cc1)N/N=C/c1cccnc1	-3.1	-34	7	14	0	-6	3	-3	-21	3	-4
N/C(Cc1ccc([N+](=O)[O-])cc1)=N\OC(=O)C(c1ccccc1)c1ccccc1	0.1	-9	5	-12	-14	25	-1	6	17	-6	-2

Of the compounds above, 3 contain a furan ring, fused or not:
SMILES	MC4R barr agon	NCOA1 inh	SRC3 inh	SRC2 inh	LMP1 NFkB inh	LRH-1 inv ag	TLR9-MyD88 block	MC4R antagonist	NR2F2 inh	ABHD5-PLIN5 inh	NOD2-RIPK2 inh
COc1ccc2ccccc2c1CN1CCN(C(=O)c2ccco2)CC1	-1.1	-6	11	3	3	-18	-9	1	-5	-3	-2
O=C1CCCc2oc3ccc(O)cc3c21	-2.5	-2	17	-1	2	-17	4	-6	11	-4	4
COC(=O)C1=C(C)NC(=O)NC1c1ccco1 (stereo unspecified)	-3.6	-37	-10	-4	-4	6	0	12	6	2	-14

Not all compounds are listed, so the mix of outcomes need not match the whole.
